OPRM1-OPRD1 inv: inverse agonists of MOR-DOR heterodimerization, primary screen, cell-based, luminescence | cell-based MOR-DOR heterodimer luminescence, inverse agonism | 0.21% of 340,000 active | AID 504357, 2011 | Mu-type opioid receptor (Homo sapiens) + Delta-type opioid receptor (Homo sapiens), … | inhibition, % at 9.3 µM; in the data active means inhibition above about 22%, passing the limit was not always enough;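 further: 0% = cells with DMSO and 100% = wells without cells with DMSO; values of inactives mirror those of a sister screen read the other way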
Target sequence (P35372 whole entry, looked up): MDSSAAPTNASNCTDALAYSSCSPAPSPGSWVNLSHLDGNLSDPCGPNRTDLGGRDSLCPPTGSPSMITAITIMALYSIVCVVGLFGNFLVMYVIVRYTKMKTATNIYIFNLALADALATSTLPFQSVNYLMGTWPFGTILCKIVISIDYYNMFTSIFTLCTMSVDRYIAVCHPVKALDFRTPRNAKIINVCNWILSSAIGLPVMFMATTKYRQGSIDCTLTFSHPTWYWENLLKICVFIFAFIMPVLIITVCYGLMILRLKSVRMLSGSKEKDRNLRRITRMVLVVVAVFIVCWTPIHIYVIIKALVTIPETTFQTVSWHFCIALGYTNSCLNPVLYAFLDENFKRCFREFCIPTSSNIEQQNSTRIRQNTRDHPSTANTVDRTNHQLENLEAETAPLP
Target sequence (P41143 whole entry, looked up): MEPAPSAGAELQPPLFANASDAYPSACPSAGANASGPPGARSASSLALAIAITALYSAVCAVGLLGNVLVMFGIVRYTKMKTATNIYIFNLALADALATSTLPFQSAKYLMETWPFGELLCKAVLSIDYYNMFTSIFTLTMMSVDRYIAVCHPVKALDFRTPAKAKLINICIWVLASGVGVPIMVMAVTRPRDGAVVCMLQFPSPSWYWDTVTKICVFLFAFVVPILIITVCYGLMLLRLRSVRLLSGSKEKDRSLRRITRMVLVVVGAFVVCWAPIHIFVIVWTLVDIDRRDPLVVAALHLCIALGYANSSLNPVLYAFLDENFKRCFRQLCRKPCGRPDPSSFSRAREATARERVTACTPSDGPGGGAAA
HTR5A inv ctr: HTR5A inverse agonists in luminescence cell assay, primary screen, counter-screen for OPRM1-OPRD1 heterodimer inverse agonist project, full-deck HTS; 5-hydroxytryptamine receptor 5A (Homo sapiens), P47898; HTR5A cell line, inverse agonism; inhibition, % at 9.3 µM; 0.083% of 340,000 active; in the data active means inhibition mostly above about 23%, no sharp cut-off; inactive means mostly below about 18%;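 further: 0% = cells with DMSO and 100% = no-cell wells with DMSO; some compounds called inactive have numbers as strong as hits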
AddAB inh: growth inhibition of E. coli expressing H. pylori AddAB, primary screen, AddAB inhibitor project, absorbance; AID 435030, 2010; 0.29% of 330,000 active; inhibition, % at 11.9 µM; in the data active means inhibition above about 12%;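 further: 0% = vehicle wells of infected cells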
PKA-R1A activ: activators of PKA-R1A holoenzyme, primary screen, biochemical, fluorescence polarization, Cy5-IP20, bovine R1A, mouse PKAc; activation, % at 11.4 µM; AID 504707, 2011; 0.083% of 340,000 active; cAMP-dependent protein kinase type I-alpha regulatory subunit (Bos taurus) + …; PKA-R1A dissociation; scaled: DMSO 0%, 113 µM cGMP 100%;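 active means percent activation above the mean of all tested compounds plus 3 SD, cut at about 19% in these data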;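 further: higher means more PKAc released from R1A so a rise in polarization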
MOR-DOR ag: agonists of OPRM1-OPRD1 heterodimerization, primary screen, cell-based, luminescence | AID 504326, 2011 | cells | 0.3% of 340,000 active | activation, % at 9.3 µM | Mu-type opioid receptor (Homo sapiens) + Delta-type opioid receptor (Homo sapiens), …; in the data active means activation above about 18%;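 further: 0% = vehicle-treated cells and 100% = reference agonist; values of inactives mirror those of a sister screen read the other way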
PfHsp90 set2: growth inhibition of PfHsp90-expressing yeast, primary screen, antimalarial PfHsp90 inhibitor project, S. cerevisiae, BacTiter-Glo luminescence, single point, set 2 | BacTiter-Glo ATP, 48 h; yeast lacking PDR1 and PDR3 efflux regulators | inhibition, % at 9.4 µM | 0.32% of 310,000 active | AID 504621, 2011;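 active means every replicate shows inhibition above about 80%, whatever the replicate mean, limit read from the data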;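 further: 0% = DMSO neutral controls and 100% = 20 µM radicicol positive controls; yeast relying on Plasmodium falciparum Hsp90 in place of its own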
PKA-R2B act: activators of PKA-R2B holoenzyme, primary screen, biochemical, fluorescence polarization, Cy5-IP20, human. cAMP-dependent protein kinase catalytic subunit beta (Homo sapiens) + cAMP-dependent …. PKA-R2B holoenzyme dissociation; R2B truncated from residue 108, S112A mutant; 0% DMSO only, 100% 113 µM cGMP. activation, % at 11.4 µM. 0.079% of 340,000 active;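 active means activation above a cutoff set at the mean over all compounds plus 3 SD, cut at about 18% in these data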;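 further: higher means more holoenzyme dissociation and a rise in polarization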
Ecoli viability: E. coli V3065 growth inhibition, primary screen, counter-screen for AddAB inhibitor project, absorbance, OD600 | 18 h | inhibition, % at 11.9 µM | 0.27% of 330,000 active;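 active means inhibition above the campaign's mean inhibition across all tested compounds plus 3 SD, cut at about 9.9% in these data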;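 further: uninfected addAB+ strain grown without phage in ampicillin broth; 0% = DMSO wells and 100% = ciprofloxacin 0.95 µg/ml wells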
phage Ecoli inh: growth loss of phage-infected E. coli, primary screen, RecBCD inhibitor project, absorbance, with phage, HTS; AID 651602, 2012; inhibition, % at 11.9 µM; 0.26% of 360,000 active; in the data active means inhibition above about 11%
Tat transport: E. coli Tat export inhibitors, primary screen, MC4100, TorA-mCherry reporter, fluorescence, single point. inhibition, % at 10 µM. 0.036% of 340,000 active;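 active means mean replicate inhibition at least 50% and at least half of replicates individually reaching 50%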;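 further: exported cargo escapes ClpAP degradation while cytoplasmic cargo is degraded and loses fluorescence; 0% = median of neutral control wells and 100% = median of NaSCN control wells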
SUMO Mot1 rescue: yeast Mot1-301 growth rescue at high temperature, primary screen, SUMOylation pathway inhibitor project, S. cerevisiae, ATP luminescence, 38.5C; growth rescue, % at 18.8 µM; 1% of 320,000 active; S. cerevisiae Mot1-301 growth rescue; percent above DMSO median, 100 means doubled; AID 2716, 2010;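 active means every valid replicate shows activation above 250% relative to neutral control wells; inactive means the rest, any valid replicate at or below 250%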;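 further: OY570 slx delta 5 strain wells were the positive control but not used for scaling; some compounds called inactive have numbers as strong as hits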
Starred values were filed as active, the others as inactive. Outcome played no part in choosing rows; overall some 2.2% were active at least once.

Results for CN(c1ccccc1)S(=O)(=O)c1ccc(NC(=S)NC(=O)C2CC2)cc1 ?
OPRM1-OPRD1 inv: 6; HTR5A inv ctr: 22; AddAB inh: 3.2; PKA-R1A activ: 9; MOR-DOR ag: -1.1; PfHsp90 set2: -11; PKA-R2B act: 4; Ecoli viability: 1.8; phage Ecoli inh: 1.6; Tat transport: 2; SUMO Mot1 rescue: -14

Results for Cc1cccc(Nc2c(-c3ccc(O)cc3)nc3ncccn23)c1 ?
OPRM1-OPRD1 inv: 10; HTR5A inv ctr: 6; AddAB inh: 0.2; PKA-R1A activ: -2; MOR-DOR ag: -2.0; PfHsp90 set2: -2; PKA-R2B act: -3; Ecoli viability: 0.3; phage Ecoli inh: 1.7; Tat transport: -3; SUMO Mot1 rescue: 66

Results for Cc1ccc(C(=O)C2C(=O)c3ccccc3C2=O)cc1 ?
OPRM1-OPRD1 inv: -2; HTR5A inv ctr: 14; AddAB inh: 1.3; PKA-R1A activ: -2; MOR-DOR ag: 0.3; PfHsp90 set2: 24; PKA-R2B act: -6; Ecoli viability: 2.5; phage Ecoli inh: 2.2; Tat transport: -5; SUMO Mot1 rescue: 491

Results for CC(NCc1ccc(F)cc1)C(=O)NC1CCCCC1 (stereo not given) ?
OPRM1-OPRD1 inv: 20; HTR5A inv ctr: -7; AddAB inh: 2.2; PKA-R1A activ: 8; MOR-DOR ag: -4.0; PfHsp90 set2: -8; PKA-R2B act: 10; Ecoli viability: -0.7; phage Ecoli inh: 2.1; Tat transport: 0; SUMO Mot1 rescue: 413

How did O=C(Oc1ccccc1)c1cccnc1Oc1ccccc1 do in these assays?
OPRM1-OPRD1 inv: 3; HTR5A inv ctr: 4; AddAB inh: 3.3; PKA-R1A activ: -4; MOR-DOR ag: -0.6; PfHsp90 set2: 51; PKA-R2B act: -1; Ecoli viability: -1.5; phage Ecoli inh: 2.7; Tat transport: 10; SUMO Mot1 rescue: -18

How did COc1ccc(CCNS(=O)(=O)c2ccc3c(c2)NC(=O)CO3)cc1OC do in these assays?
OPRM1-OPRD1 inv: 5; HTR5A inv ctr: -16; AddAB inh: 1.5; PKA-R1A activ: -9; MOR-DOR ag: -1.0; PfHsp90 set2: -1; PKA-R2B act: 6; Ecoli viability: -0.8; phage Ecoli inh: -0.3; Tat transport: -2; SUMO Mot1 rescue: 5

How did Nc1nc2nn(-c3ccccc3)nc2c(=O)[nH]1 do in these assays?
OPRM1-OPRD1 inv: 8; HTR5A inv ctr: 5; AddAB inh: -0.6; PKA-R1A activ: 0; MOR-DOR ag: -1.6; PfHsp90 set2: -7; PKA-R2B act: 1; Ecoli viability: -0.5; phage Ecoli inh: 0.9; Tat transport: 13; SUMO Mot1 rescue: -10

Results for CCCCc1c(O)nc(SCC(=O)N2CCOCC2)n(-c2ccc(OC)cc2)c1=O ?
OPRM1-OPRD1 inv: 10; HTR5A inv ctr: 7; AddAB inh: 0.8; PKA-R1A activ: 1; MOR-DOR ag: -1.5; PfHsp90 set2: 4; PKA-R2B act: -6; Ecoli viability: 0.7; phage Ecoli inh: 2.2; Tat transport: 2; SUMO Mot1 rescue: -3

Results for Cc1nnc2n1N=C(c1ccc(OC(F)F)cc1)C(C)S2 (stereo not given) ?
OPRM1-OPRD1 inv: 14; HTR5A inv ctr: -40; AddAB inh: 1.6; PKA-R1A activ: -2; MOR-DOR ag: -2.1; PfHsp90 set2: 25; PKA-R2B act: 9; Ecoli viability: 0.9; phage Ecoli inh: -0.1; Tat transport: -3; SUMO Mot1 rescue: -6

Results for Cc1ccc(/C=C/c2nc3sc(C(=O)O)c(C)c3c(=O)[nH]2)cc1[N+](=O)[O-] ?
OPRM1-OPRD1 inv: 13; HTR5A inv ctr: -10; AddAB inh: 2.2; PKA-R1A activ: -7; MOR-DOR ag: -2.4; PfHsp90 set2: -6; PKA-R2B act: -16; Ecoli viability: -1.5; phage Ecoli inh: 1.7; Tat transport: -4; SUMO Mot1 rescue: 157

What do the screens show for `O=C(Nc1ccccc1)c1cc(-n2cnnc2)ccc1Cl`?
OPRM1-OPRD1 inv: 1; HTR5A inv ctr: -23; AddAB inh: 1.6; PKA-R1A activ: -6; MOR-DOR ag: -0.3; PfHsp90 set2: -10; PKA-R2B act: -6; Ecoli viability: -1.2; phage Ecoli inh: 1.2; Tat transport: -4; SUMO Mot1 rescue: 102

Results for O=C(c1cnn(C(=O)c2ccccc2)c1)c1ccccc1O ?
OPRM1-OPRD1 inv: 7; HTR5A inv ctr: -3; AddAB inh: 3.9; PKA-R1A activ: 0; MOR-DOR ag: -1.5; PfHsp90 set2: -7; PKA-R2B act: 3; Ecoli viability: 0.5; phage Ecoli inh: 3.8; Tat transport: -11; SUMO Mot1 rescue: 91

What do the screens show for `CCCCN(C(=O)COC(=O)c1ccccc1)c1c(N)n(CCC)c(=O)[nH]c1=O`?
OPRM1-OPRD1 inv: 7; HTR5A inv ctr: -1; AddAB inh: 1.1; PKA-R1A activ: -6; MOR-DOR ag: -1.4; PfHsp90 set2: 10; PKA-R2B act: -4; Ecoli viability: -1.8; phage Ecoli inh: 3.9; Tat transport: 3; SUMO Mot1 rescue: 0

Results for Cc1cccc(-n2nnc3c(=O)n(Cc4ccccn4)cnc32)c1 ?
OPRM1-OPRD1 inv: 6; HTR5A inv ctr: 7; AddAB inh: -1.0; PKA-R1A activ: -4; MOR-DOR ag: -1.2; PfHsp90 set2: 8; PKA-R2B act: 0; Ecoli viability: 0.9; phage Ecoli inh: -11; Tat transport: 9; SUMO Mot1 rescue: -8

How did O=C(CN1CCN(c2ccc(F)cc2)CC1)Nc1ccccc1Br do in these assays?
OPRM1-OPRD1 inv: -33; HTR5A inv ctr: -8; AddAB inh: 0.2; PKA-R1A activ: -7; MOR-DOR ag: 6.7; PfHsp90 set2: 5; PKA-R2B act: -13; Ecoli viability: -1.2; phage Ecoli inh: -1.6; Tat transport: -12; SUMO Mot1 rescue: 7

How did CN(c1ccc([N+](=O)[O-])cc1/C=N/NC(=O)COc1ccccc1)C1CCCCC1 do in these assays?
OPRM1-OPRD1 inv: 7; HTR5A inv ctr: 9; AddAB inh: 0.0; PKA-R1A activ: 1; MOR-DOR ag: -1.3; PfHsp90 set2: -7; PKA-R2B act: -1; Ecoli viability: -1.3; phage Ecoli inh: 4.2; Tat transport: -3; SUMO Mot1 rescue: 13

Results for N#CC1=C(S)N(c2ccccc2)C(c2ccc(-c3ccccc3Cl)o2)NC1=O (stereo not given) ?
OPRM1-OPRD1 inv: -8; HTR5A inv ctr: -1; AddAB inh: -1.0; PKA-R1A activ: 5; MOR-DOR ag: 1.5; PfHsp90 set2: 2; PKA-R2B act: 3; Ecoli viability: -1.2; phage Ecoli inh: 2.4; Tat transport: 23; SUMO Mot1 rescue: 85

Results for COCc1cc(CN2CCN(Cc3ccsc3)C(CCO)C2)ccc1OC (stereo not given) ?
OPRM1-OPRD1 inv: -13; HTR5A inv ctr: 2; AddAB inh: -0.5; PKA-R1A activ: -3; MOR-DOR ag: 1.8; PfHsp90 set2: 11; PKA-R2B act: 9; Ecoli viability: -2.1; phage Ecoli inh: 1.5; Tat transport: 2; SUMO Mot1 rescue: 0

Results for O=C(Nc1ccccc1)Nc1ccc2ncoc2c1 ?
OPRM1-OPRD1 inv: -18; HTR5A inv ctr: -17; AddAB inh: 3.5; PKA-R1A activ: -4; MOR-DOR ag: 4.0; PfHsp90 set2: -13; PKA-R2B act: -4; Ecoli viability: -0.8; phage Ecoli inh: 1.2; Tat transport: 4; SUMO Mot1 rescue: -8

Results for CCc1ccc2nc(NC(=O)CCCc3cccs3)sc2c1 ?
OPRM1-OPRD1 inv: -10; HTR5A inv ctr: -13; AddAB inh: 3.3; PKA-R1A activ: 9; MOR-DOR ag: 1.6; PfHsp90 set2: -16; PKA-R2B act: 12; Ecoli viability: 2.6; phage Ecoli inh: 3.7; Tat transport: 2

How did Clc1ccc(OCCCN2CCCCC2)c(Br)c1 do in these assays?
OPRM1-OPRD1 inv: -1; HTR5A inv ctr: 15; AddAB inh: 2.1; PKA-R1A activ: 2; MOR-DOR ag: 0.1; PfHsp90 set2: 7; PKA-R2B act: -5; Ecoli viability: 1.0; phage Ecoli inh: 4.0; Tat transport: 6; SUMO Mot1 rescue: 150

How did O=C(CCCN1C(=O)c2cccc3cccc(c23)C1=O)N1CCN(c2ccccc2)CC1 do in these assays?
OPRM1-OPRD1 inv: 5; HTR5A inv ctr: -10; AddAB inh: 3.6; PKA-R1A activ: 2; MOR-DOR ag: -0.8; PfHsp90 set2: -16; PKA-R2B act: -6; Ecoli viability: 1.6; phage Ecoli inh: 2.3; Tat transport: -2; SUMO Mot1 rescue: 8

How did Cc1c(S(=O)(=O)N2CCN(C(c3ccccc3)c3ccccc3)CC2)c(=O)n(C)c(=O)n1C do in these assays?
OPRM1-OPRD1 inv: -4; HTR5A inv ctr: -26; AddAB inh: -1.9; PKA-R1A activ: -3; MOR-DOR ag: 0.7; PfHsp90 set2: -36; PKA-R2B act: -1; Ecoli viability: -0.5; phage Ecoli inh: 0.9; Tat transport: 6; SUMO Mot1 rescue: 26

By substructure, those above containing a nitro group on carbon (2)
Results for Cc1ccc(/C=C/c2nc3sc(C(=O)O)c(C)c3c(=O)[nH]2)cc1[N+](=O)[O-] ?
OPRM1-OPRD1 inv: 13; HTR5A inv ctr: -10; AddAB inh: 2.2; PKA-R1A activ: -7; MOR-DOR ag: -2.4; PfHsp90 set2: -6; PKA-R2B act: -16; Ecoli viability: -1.5; phage Ecoli inh: 1.7; Tat transport: -4; SUMO Mot1 rescue: 157

How did CN(c1ccc([N+](=O)[O-])cc1/C=N/NC(=O)COc1ccccc1)C1CCCCC1 do in these assays?
OPRM1-OPRD1 inv: 7; HTR5A inv ctr: 9; AddAB inh: 0.0; PKA-R1A activ: 1; MOR-DOR ag: -1.3; PfHsp90 set2: -7; PKA-R2B act: -1; Ecoli viability: -1.3; phage Ecoli inh: 4.2; Tat transport: -3; SUMO Mot1 rescue: 13

Source: PubChem
